Screening results (PubChem BioAssay)
14-3-3 Bad PPI = inhibitors of 14-3-3 zeta/Bad binding, primary screen, biochemical, TR-FRET, bovine 14-3-3 zeta | 14-3-3 protein zeta/delta (Bos taurus), P63103 | TR-FRET 14-3-3zeta/Dy647-pBad peptide displacement, 1 h | inhibition, % at 21.7 µM | hit rate 0.71% among 220,000 | AID 781, 2007;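 active means inhibition above about 70%, limit read from the data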;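 further: 0% = full 14-3-3 plus peptide FRET controls and 100% = background without 14-3-3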
hK5 inh = human KLK5 protease inhibitors, primary screen, biochemical, 1536-well; hit rate 0.59% among 210,000; Kallikrein-5 (Homo sapiens), Q9Y337; recombinant hK5, fluorogenic AMC substrate cleavage; inhibition, % at 5 µM;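 active means inhibition of 40% or more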;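 further: 0% = enzyme controls without compound and 100% = no-enzyme blanks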
Target sequence (Q9Y337 67-293 limits assumed): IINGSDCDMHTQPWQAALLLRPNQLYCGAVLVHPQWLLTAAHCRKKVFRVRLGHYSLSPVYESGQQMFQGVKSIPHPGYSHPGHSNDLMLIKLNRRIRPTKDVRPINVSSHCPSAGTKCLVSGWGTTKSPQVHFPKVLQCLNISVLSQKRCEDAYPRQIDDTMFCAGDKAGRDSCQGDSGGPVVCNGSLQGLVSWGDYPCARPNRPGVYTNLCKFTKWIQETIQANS
eIF4E-4G inh = eIF4E–eIF4G protein interaction inhibitors, primary screen, biochemical, uHTS, TR-FRET, eIF4GI fragment; TR-FRET eIF4E-eIF4GI(517-606) binding, 2 h; inhibition, % at 21.7 µM; hit rate 0.37% among 220,000; AID 782, 2007;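 active means inhibition above about 30%, limit read from the data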;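 further: 0% = full FRET control wells and 100% = background wells lacking eIF4GI fragment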
Mdm2 ligase inh = MDM2-luciferase reporter signal enhancers, primary screen, MDM2 E3 ligase inhibitor project, cell-based, luminescence, 1536-well | cell-based MDM2 ubiquitination luciferase reporter, 2 h; 0 = plate control, 100 = twice control, blank-subtracted | signal enhancement, % at 5 µM | hit rate 0.11% among 210,000 | AID 1230, 2008;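 active means signal enhancement of 30% or more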;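 further: luminescence tracks abundance of the self-degrading MDM2-luciferase fusion protein; higher signal means inhibition of MDM2 E3 ligase activity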
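Material: Stable MDM2–luciferase fusion reporter cells | Amount: 2000 cells seeded into each well | Dosing: One concentration, 5 µM, with 0.2% DMSO | Incubation: 4 h cell settling then 2 h compound exposure, 37 °C | Measured by: Luciferase luminescence | Read-out basis: % enhancement relative to plate controls after blank subtraction | Benchmarks: Control and blank well means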
Wee1 stabilizer = Wee1 degradation inhibitors, primary screen, cell-based, HeLa, Wee1K328M-luciferase, luminescence | reporter increase, % at 5 µM | hit rate 1.2% among 220,000 | AID 1321, 2008 | HeLa Luc-Wee1K328M stability; 100% = proteasome inhibitor MG132 effect;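 active means activation above the mean of all tested compounds plus 3 SD, set per screening run, cut at about 8.8% in these data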;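 further: cells exposed to compound for 20 h before luminescence read; 0% = DMSO alone and 100% = MG132 at 30 µM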
FXIa inh 1536 = human FXIa protease inhibitors, primary screen, biochemical, 1536-well; purified FXIa, Boc-Glu-Ala-Arg-AMC fluorogenic substrate; inhibition, % at 5 µM; hit rate 0.14% among 220,000; AID 798, 2007;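 active means inhibition of at least 40%; inactive means inhibition below 40%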;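 further: fluorescence of freed AMC excited at 355 nm; 0% = enzyme without compound and 100% = no enzyme blank; many of its hits are not listed in these tables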
Target sequence (P03951 19-387 limits assumed): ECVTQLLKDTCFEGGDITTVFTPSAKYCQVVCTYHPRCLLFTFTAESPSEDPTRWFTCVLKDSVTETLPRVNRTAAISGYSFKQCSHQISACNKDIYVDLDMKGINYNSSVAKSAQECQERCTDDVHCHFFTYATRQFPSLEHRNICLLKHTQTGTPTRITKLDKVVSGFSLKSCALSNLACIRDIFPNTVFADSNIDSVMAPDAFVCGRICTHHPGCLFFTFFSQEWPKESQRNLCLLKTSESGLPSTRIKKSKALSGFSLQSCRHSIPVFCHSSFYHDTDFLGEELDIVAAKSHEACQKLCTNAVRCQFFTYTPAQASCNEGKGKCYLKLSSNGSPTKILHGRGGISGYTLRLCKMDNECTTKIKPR
Target sequence (P03951 388-625 limits assumed): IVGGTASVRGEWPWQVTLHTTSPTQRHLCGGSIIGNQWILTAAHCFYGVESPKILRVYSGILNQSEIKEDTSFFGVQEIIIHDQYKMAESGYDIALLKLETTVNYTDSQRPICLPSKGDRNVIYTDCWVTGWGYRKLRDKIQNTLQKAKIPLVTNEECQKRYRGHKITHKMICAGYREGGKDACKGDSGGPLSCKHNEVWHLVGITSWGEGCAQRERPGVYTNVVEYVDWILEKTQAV
p97 ATPase inh = inhibitors of human p97 ATPase, primary screen, biochemical. Transitional endoplasmic reticulum ATPase (Homo sapiens), P55072. recombinant p97 ATPase, Kinase-Glo ATP luminescence, 3 h. inhibition, % at 8 µM. hit rate 0.42% among 220,000. AID 1481, 2009; in the data active means inhibition above about 15%;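 further: 0% = DMSO vehicle and 100% = wells lacking enzyme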
FXIIa inh = human FXIIa protease inhibitors, primary screen, biochemical, 1536-well; Coagulation factor XII (Homo sapiens), P00748; purified FXIIa, Boc-QGR-AMC fluorogenic substrate, 2 h; inhibition, % at 5 µM; hit rate 0.3% among 220,000; AID 800, 2007; in the data active means inhibition above about 40%;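 further: 0% = enzyme with no compound and 100% = blank without enzyme; many of its hits are not listed in these tables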
Rad51 HR inh = human RAD51 strand exchange inhibitors, primary screen, biochemical, fluorescence | hRad51 DNA strand exchange, fluorescence dequenching | inhibition, % at 10 µM | DNA repair protein RAD51 homolog 1 (Homo sapiens), Q06609 | hit rate 0.085% among 200,000;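 active means inhibition above 40% at the single screening dose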;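 further: 0% = DMSO control wells and 100% = blanks with heterologous ssDNA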
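material = hRad51 filaments on single-stranded DNA | timing = filaments 15 min 37 °C, then compound 30 min | signal = FRET fluorescence dequenching, excitation 485 nm, emission 520 nm | benchmarks = control wells and blank wells on each plate | evaluation = percent inhibition relative to plate controls and blanks | compound = 10 µM final, single point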
An asterisk follows results filed as active; [ ] = dose if it differs, or a comment. This is a random part of the collection; overall some 3.5% were active at least once.

What do the screens show for `COc1ccc(Cc2nnc(NC(=O)Cc3cccs3)s2)cc1OC`?
14-3-3 Bad PPI: 63; hK5 inh: -82; eIF4E-4G inh: 37*; Mdm2 ligase inh: -13; Wee1 stabilizer: -3; FXIa inh 1536: 5; p97 ATPase inh: 7; FXIIa inh: 13; Rad51 HR inh: -6

Results for CC(=O)NNc1ncnc2c1cnn2-c1ccccc1 ?
14-3-3 Bad PPI: -7; hK5 inh: -4; eIF4E-4G inh: -2; Mdm2 ligase inh: -9; Wee1 stabilizer: 2; FXIa inh 1536: -2; p97 ATPase inh: 5; FXIIa inh: 11; Rad51 HR inh: -3

How did Cc1nc2ccc(NC(=O)c3cc([N+](=O)[O-])cc([N+](=O)[O-])c3Cl)cc2s1 do in these assays?
14-3-3 Bad PPI: -3; hK5 inh: -7; eIF4E-4G inh: -3; Mdm2 ligase inh: -15; Wee1 stabilizer: -1; FXIa inh 1536: 5; p97 ATPase inh: 10; FXIIa inh: 15; Rad51 HR inh: -1

What do the screens show for `Cc1ccc(C2(C)NC(=O)N(CC(=O)NCCC3=CCCCC3)C2=O)cc1` (configuration not stated)?
14-3-3 Bad PPI: -2; hK5 inh: 1; eIF4E-4G inh: -2; Mdm2 ligase inh: -17; Wee1 stabilizer: 2; FXIa inh 1536: -6; p97 ATPase inh: -4; FXIIa inh: -1; Rad51 HR inh: -3

How did O=c1cc(Nc2ccc3c(c2)OCCO3)[nH]c(=O)n1C1CCCCC1 do in these assays?
14-3-3 Bad PPI: -14; hK5 inh: -4; eIF4E-4G inh: -2; Wee1 stabilizer: 11*; FXIa inh 1536: -6; p97 ATPase inh: 3; FXIIa inh: 7; Rad51 HR inh: -2

How did CC(C)(C)c1ccc(C(=O)C2CCCN(C(=O)CN3CCCC3=O)C2)cc1 (configuration not stated) do in these assays?
14-3-3 Bad PPI: -12; eIF4E-4G inh: 2; Mdm2 ligase inh: -6; Wee1 stabilizer: -1; FXIa inh 1536: 4; p97 ATPase inh: 2; FXIIa inh: 12; Rad51 HR inh: 1

How did CC(=O)Nc1cccc(-c2nnc(SCc3ccccc3C#N)n2C)c1 do in these assays?
14-3-3 Bad PPI: 6; hK5 inh: -11; eIF4E-4G inh: 2; Mdm2 ligase inh: -7; Wee1 stabilizer: -1; FXIa inh 1536: 3; p97 ATPase inh: 1; FXIIa inh: 16; Rad51 HR inh: -2

Results for CCC(Sc1ccccn1)C(=O)Nc1nnc(C)s1 (configuration not stated) ?
14-3-3 Bad PPI: 0; hK5 inh: -5; eIF4E-4G inh: 6; Mdm2 ligase inh: -15; Wee1 stabilizer: -2; FXIa inh 1536: -7; p97 ATPase inh: -5; FXIIa inh: 8; Rad51 HR inh: 2

What do the screens show for `OC(COCC(F)(F)C(F)(F)C(F)(F)C(F)F)Cn1c2ccccc2c2ccccc21` (configuration not stated)?
14-3-3 Bad PPI: -11; hK5 inh: -16; eIF4E-4G inh: 5[fluorescence artefact?]; Mdm2 ligase inh: -6; Wee1 stabilizer: 11*; FXIa inh 1536: 6; p97 ATPase inh: 2; FXIIa inh: 8; Rad51 HR inh: 2

How did CCOc1ccc(-c2cc3cc(OC)c(OC)cc3c(C)n2)cc1 do in these assays?
14-3-3 Bad PPI: -8; hK5 inh: -2; eIF4E-4G inh: 1; Mdm2 ligase inh: 1; Wee1 stabilizer: 1; FXIa inh 1536: -5; p97 ATPase inh: -2; FXIIa inh: 0; Rad51 HR inh: 1

How did O=C(CSc1nnc(NCc2ccccc2)s1)NC1CCS(=O)(=O)C1 (configuration not stated) do in these assays?
14-3-3 Bad PPI: -7; hK5 inh: -4; eIF4E-4G inh: -3; Wee1 stabilizer: -2; FXIa inh 1536: -2; p97 ATPase inh: -1; FXIIa inh: 5; Rad51 HR inh: 8

Results for COc1cccc(/C(O)=C/C(=O)C(=O)Nc2ccc(S(=O)(=O)NC(C)=O)cc2)c1 ?
14-3-3 Bad PPI: 16; hK5 inh: -12; eIF4E-4G inh: 3; Mdm2 ligase inh: 1; Wee1 stabilizer: 2; FXIa inh 1536: 6; p97 ATPase inh: 6; FXIIa inh: 11; Rad51 HR inh: 7

How did CC1CCN(C(=O)c2cc3ccccc3c(=O)o2)CC1 do in these assays?
14-3-3 Bad PPI: -4[fluorescence artefact?]; hK5 inh: -10; eIF4E-4G inh: 15[fluorescence artefact?]; Mdm2 ligase inh: 28; Wee1 stabilizer: -2; FXIa inh 1536: 3; p97 ATPase inh: 5; FXIIa inh: 2; Rad51 HR inh: 4

How did CCN(CC)C(=O)N1CCc2ccccc21 do in these assays?
14-3-3 Bad PPI: -3; hK5 inh: -13; eIF4E-4G inh: -3; Mdm2 ligase inh: -8; Wee1 stabilizer: -1; FXIa inh 1536: -8; p97 ATPase inh: 2; FXIIa inh: -1; Rad51 HR inh: 13

What do the screens show for `COc1cccc(CN(C)Cc2nc(Cc3ccccc3Cl)no2)c1`?
14-3-3 Bad PPI: -4; eIF4E-4G inh: 0; Mdm2 ligase inh: -12; Wee1 stabilizer: 1; FXIa inh 1536: 5; p97 ATPase inh: -1; FXIIa inh: 11; Rad51 HR inh: 0

Results for COCC(=O)Nc1cc(C(=O)Nc2ccccc2C)ccc1Cl ?
14-3-3 Bad PPI: 9; hK5 inh: -6; eIF4E-4G inh: 0; Mdm2 ligase inh: -18; Wee1 stabilizer: 1; FXIa inh 1536: 4; p97 ATPase inh: -4; FXIIa inh: 12; Rad51 HR inh: 11

How did O=C(COc1ccc2ccccc2c1)NNC(=O)c1ccc([N+](=O)[O-])cc1 do in these assays?
14-3-3 Bad PPI: -3; hK5 inh: -6; eIF4E-4G inh: -2; Mdm2 ligase inh: 8; Wee1 stabilizer: 3; FXIa inh 1536: 8; p97 ATPase inh: 8; FXIIa inh: 8; Rad51 HR inh: -4

How did CSc1nc(N(C)NC(=O)c2cccc(C)c2)c2ccccc2n1 do in these assays?
14-3-3 Bad PPI: 1; hK5 inh: -3; eIF4E-4G inh: -1; Mdm2 ligase inh: 11; Wee1 stabilizer: 2; FXIa inh 1536: 5; p97 ATPase inh: 1; FXIIa inh: 17; Rad51 HR inh: -7

How did CCC1=C(OC(=O)N(CC)CC)N2C(=O)OC(=NCC3CC3)[C@]2(C)[C@H]2C1=CC[C@H]1C(=O)N(C)C(=O)[C@H]12 do in these assays?
14-3-3 Bad PPI: -1; hK5 inh: -1; eIF4E-4G inh: -3; Mdm2 ligase inh: 16; FXIa inh 1536: -2; FXIIa inh: 1; Rad51 HR inh: 4

How did CCN=C(N/N=C/c1ccc([N+](=O)[O-])cc1)SC do in these assays?
14-3-3 Bad PPI: 65[fluorescence artefact?]; hK5 inh: -3; eIF4E-4G inh: 31*[fluorescence artefact?]; Mdm2 ligase inh: -27; Wee1 stabilizer: 2; FXIa inh 1536: 4; p97 ATPase inh: 1; FXIIa inh: 13; Rad51 HR inh: -4

How did Cc1ncc(N=Nc2ccc(F)cc2)c(-c2ccc(Cl)cc2)n1 do in these assays?
14-3-3 Bad PPI: -10; hK5 inh: -12; eIF4E-4G inh: -4; Mdm2 ligase inh: -1; Wee1 stabilizer: 2; FXIa inh 1536: -6; p97 ATPase inh: 3; FXIIa inh: 10

How did COc1ccc(C(=O)Nc2sc(C)c(C)c2CN2CCOCC2)cc1 do in these assays?
14-3-3 Bad PPI: 9[fluorescence artefact?]; hK5 inh: -9; eIF4E-4G inh: 15; Mdm2 ligase inh: 25; Wee1 stabilizer: 6; FXIa inh 1536: 13; p97 ATPase inh: 4; FXIIa inh: 13; Rad51 HR inh: 10

How did CCOCCCNc1nc2nc3ccc(C)cn3c(=O)c2cc1C(=O)NCC1CCCO1 (configuration not stated) do in these assays?
14-3-3 Bad PPI: -6; hK5 inh: -15; eIF4E-4G inh: -2; Mdm2 ligase inh: -3; Wee1 stabilizer: 0; FXIa inh 1536: -14; p97 ATPase inh: 3; FXIIa inh: -14; Rad51 HR inh: 11

What do the screens show for `O=C(O)C1C(c2ccccc2)C(C(=O)Oc2ccc(O)cc2)C1c1ccccc1` (configuration not stated)?
14-3-3 Bad PPI: 2[fluorescence artefact?]; hK5 inh: -16; eIF4E-4G inh: -3[fluorescence artefact?]; Mdm2 ligase inh: -5; Wee1 stabilizer: 0; FXIa inh 1536: -3; p97 ATPase inh: 4; FXIIa inh: 10; Rad51 HR inh: 6

How did Cc1cc(C)nc(NC(=NCc2ccc3c(c2)OCO3)NC(=O)Nc2ccccc2)n1 do in these assays?
14-3-3 Bad PPI: 3; hK5 inh: -6; eIF4E-4G inh: -5; Mdm2 ligase inh: -5; Wee1 stabilizer: -2; FXIa inh 1536: -2; p97 ATPase inh: -2; FXIIa inh: 16; Rad51 HR inh: 0

What do the screens show for `Cc1cc(NC(=O)CN2CCC(C)CC2)no1`?
14-3-3 Bad PPI: 17; hK5 inh: -11; eIF4E-4G inh: 6; Mdm2 ligase inh: -8; Wee1 stabilizer: -3; FXIa inh 1536: -10; p97 ATPase inh: 2; FXIIa inh: -1; Rad51 HR inh: -8

Ordered by length of the SMILES (smallest number first): part of the list above.
What do the screens show for `Cc1cc(NC(=O)CN2CCC(C)CC2)no1`?
14-3-3 Bad PPI: 17; hK5 inh: -11; eIF4E-4G inh: 6; Mdm2 ligase inh: -8; Wee1 stabilizer: -3; FXIa inh 1536: -10; p97 ATPase inh: 2; FXIIa inh: -1; Rad51 HR inh: -8

How did CSc1nc(N(C)NC(=O)c2cccc(C)c2)c2ccccc2n1 do in these assays?
14-3-3 Bad PPI: 1; hK5 inh: -3; eIF4E-4G inh: -1; Mdm2 ligase inh: 11; Wee1 stabilizer: 2; FXIa inh 1536: 5; p97 ATPase inh: 1; FXIIa inh: 17; Rad51 HR inh: -7

How did Cc1ncc(N=Nc2ccc(F)cc2)c(-c2ccc(Cl)cc2)n1 do in these assays?
14-3-3 Bad PPI: -10; hK5 inh: -12; eIF4E-4G inh: -4; Mdm2 ligase inh: -1; Wee1 stabilizer: 2; FXIa inh 1536: -6; p97 ATPase inh: 3; FXIIa inh: 10

How did CCOCCCNc1nc2nc3ccc(C)cn3c(=O)c2cc1C(=O)NCC1CCCO1 (configuration not stated) do in these assays?
14-3-3 Bad PPI: -6; hK5 inh: -15; eIF4E-4G inh: -2; Mdm2 ligase inh: -3; Wee1 stabilizer: 0; FXIa inh 1536: -14; p97 ATPase inh: 3; FXIIa inh: -14; Rad51 HR inh: 11
